Screens from PubChem.
TbREL1 inh: TbREL1 inhibition, primary screen; P86926; TbREL1 RNA ligation, FRET fluorescence; inhibition, % at 9.66 µM; 89,000 compounds, 0.49% hits;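 active means inhibition above the mean inhibition across all screened compounds plus 3 SD, cut at about 11% in these data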;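 further: 0% = plate median of test wells and 100% = NSC42067 control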
Target sequence (P86926 whole entry, looked up): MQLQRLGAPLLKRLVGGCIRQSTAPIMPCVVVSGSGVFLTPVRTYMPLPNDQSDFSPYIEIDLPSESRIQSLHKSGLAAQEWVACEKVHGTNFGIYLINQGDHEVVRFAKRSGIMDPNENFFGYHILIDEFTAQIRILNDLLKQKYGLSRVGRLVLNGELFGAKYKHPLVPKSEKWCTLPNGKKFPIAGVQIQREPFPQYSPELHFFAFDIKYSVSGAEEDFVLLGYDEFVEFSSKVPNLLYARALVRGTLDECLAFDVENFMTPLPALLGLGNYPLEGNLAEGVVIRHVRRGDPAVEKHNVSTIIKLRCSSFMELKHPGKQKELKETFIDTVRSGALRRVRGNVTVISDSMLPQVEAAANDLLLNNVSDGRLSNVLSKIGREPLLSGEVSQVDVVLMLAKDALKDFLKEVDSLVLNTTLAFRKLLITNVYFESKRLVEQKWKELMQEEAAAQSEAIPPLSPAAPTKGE
The depositor's hits bear a star.

1) CC1(C(O)(C#CCN2CCCCC2)c2ccccc2)CCCC1 (stereo not given)
  TbREL1 inh: -3.3
2) Cc1nc2cc(C(=O)N3CCC4(CC3)OCCO4)ccc2n1-c1cccc(F)c1
  TbREL1 inh: -2.0
3) c1ccc(-c2ccc3c(c2)CNCc2cnnn2-3)cc1
  TbREL1 inh: 8.7
4) COC(=O)C1=C(c2ccc(F)cc2OCc2ccccc2)C[C@@H]2CC[C@H]1N2C(=O)N1CCCCC1
  TbREL1 inh: -0.9
5) CCCn1ncc(C(=O)O)c1C
  TbREL1 inh: 1.9
6) Cc1cc(C)c(-n2c(O)c(/C=N/NC(=O)c3ccncc3)c(=O)[nH]c2=O)c(C)c1
  TbREL1 inh: 4.0
7) CN1CCN2c3ccccc3CC3(C(=O)N(C)C(=O)N(C)C3=O)C2C1 (stereo not given)
  TbREL1 inh: -0.1
8) CCOC(=O)[C@]12Cc3cc(Cl)ccc3[C@H]1N(C1CCCCC1)C(=O)c1cc(OC)ccc12
  TbREL1 inh: 2.7
9) C#CCN1C(=O)C2(C(C#N)=C(N)OC(C)=C2C(=O)OCc2ccccc2)c2ccccc21 (stereo not given)
  TbREL1 inh: -1.4
10) COCCn1cc(C(=O)N2CCC3(CC2)OCCO3)c2c3ccccc3n(C)c2c1=O
  TbREL1 inh: -0.6

11) O=C(COc1ccc2ccccc2c1)N1CCN(Cc2c[nH]c3ccccc23)CC1
  TbREL1 inh: 3.4
12) COc1ccc(N2CCN(C(CNC(=O)Oc3ccccc3)c3cccnc3)CC2)cc1 (stereo not given)
  TbREL1 inh: -1.5
13) CCSC1=NN1c1cc(C)nc(N)n1
  TbREL1 inh: 1.9
14) COC(=O)C1=C(c2ccc(F)cc2F)C[C@@H]2CC[C@H]1N2C(=O)NCCOc1ccccc1
  TbREL1 inh: 2.0
15) COc1ccc(N2C(=O)/C(=C/c3ccc(OC)c(OC)c3)C(=O)NC2=S)cc1
  TbREL1 inh: -1.8
16) COc1ccc(CN2Cc3cc(-c4ccc(OC)cc4)ccc3-n3nncc3C2)cc1
  TbREL1 inh: -1.8
17) Cc1c(P(=S)(c2ccccc2)c2ccccc2)c2ccccc2n1C
  TbREL1 inh: 4.1
18) CCC(=NCCC1=CCCCC1)c1c(O)[nH]c(=O)[nH]c1=O
  TbREL1 inh: 0.5
19) COc1ccc(C(=O)O/N=C(/C(N)=O)P(=O)(OC(C)C)OC(C)C)cc1
  TbREL1 inh: -2.5
20) CCOC(=O)c1cc(CC)sc1/N=C/c1c(O)[nH]c(=S)[nH]c1=O
  TbREL1 inh: 4.0

Part of the list above in order of SMILES length, ascending:
5) CCCn1ncc(C(=O)O)c1C
  TbREL1 inh: 1.9
3) c1ccc(-c2ccc3c(c2)CNCc2cnnn2-3)cc1
  TbREL1 inh: 8.7
7) CN1CCN2c3ccccc3CC3(C(=O)N(C)C(=O)N(C)C3=O)C2C1 (stereo not given)
  TbREL1 inh: -0.1

Continued:
21) Cc1cc(N2CCNC[C@@H]2C)ccc1N1CCN[C@@H](C)C1
  TbREL1 inh: 2.0
22) C(=NC12CN3CN(CN(C3)C1)C2)c1cccnc1
  TbREL1 inh: -1.7
23) CNCC(O)c1cc(OCc2ccccc2)c(OCc2ccccc2)cc1F (stereo not given)
  TbREL1 inh: 9.2
24) Cn1cccc1CNCCc1ccc(F)cc1
  TbREL1 inh: 0.1
25) CCOC(=O)c1c(NC(=O)C(c2ccccc2)c2ccccc2)sc2c1C1CCN2CC1
  TbREL1 inh: 5.8
26) O=C1NC(=O)C2(Cc3ccccc3N3CCCC32)C(=O)N1c1ccccc1 (stereo not given)
  TbREL1 inh: -2.6
27) COC(=O)C1=C(c2ccc(S(C)(=O)=O)cc2)C[C@@H]2CC[C@H]1N2C(=O)N1CCCC1
  TbREL1 inh: -1.0
28) Cc1cc(C)n(-c2ccc(NN=C(C#N)C#N)cc2)n1
  TbREL1 inh: -3.8
29) CC1CC(NC(=O)C2C3CCC(O3)C2C(=O)O)CC(C)(C)C1 (stereo not given)
  TbREL1 inh: 0.2
30) c1cc2c(cc1-c1ccc3c(c1)OCO3)CNCc1cnnn1-2
  TbREL1 inh: 0.1

Six entries picked at random from the list so far, as already listed:
30) c1cc2c(cc1-c1ccc3c(c1)OCO3)CNCc1cnnn1-2
  TbREL1 inh: 0.1
29) CC1CC(NC(=O)C2C3CCC(O3)C2C(=O)O)CC(C)(C)C1 (stereo not given)
  TbREL1 inh: 0.2
21) Cc1cc(N2CCNC[C@@H]2C)ccc1N1CCN[C@@H](C)C1
  TbREL1 inh: 2.0
25) CCOC(=O)c1c(NC(=O)C(c2ccccc2)c2ccccc2)sc2c1C1CCN2CC1
  TbREL1 inh: 5.8
27) COC(=O)C1=C(c2ccc(S(C)(=O)=O)cc2)C[C@@H]2CC[C@H]1N2C(=O)N1CCCC1
  TbREL1 inh: -1.0
24) Cn1cccc1CNCCc1ccc(F)cc1
  TbREL1 inh: 0.1

Remaining list, next part
31) CN1CN(c2cccc([N+](=O)[O-])c2)CN=C1N[N+](=O)[O-]
  TbREL1 inh: 8.8
32) CN1CCN(C(=O)COc2ccc(S(=O)(=O)NC3CCCCC3)cc2Cl)CC1
  TbREL1 inh: -1.0
33) Cn1c(O)c(C=NCCN2CCN(C(=O)Nc3ccccc3)CC2)c(=O)n(C)c1=O
  TbREL1 inh: -0.5
34) O=C1C=C2C=C[C@H]3C[C@]2(O1)[C@@H]1CCCCN13
  TbREL1 inh: 1.1
35) C=CCn1c(O)c(C(C)=Nc2cccc(C(=O)O)c2)c(=O)[nH]c1=O
  TbREL1 inh: 0.9
36) Cc1ccc(NC(=O)CSc2nnc([C@@H](N)Cc3c[nH]c4ccccc34)o2)c(C)c1
  TbREL1 inh: -1.8
37) CC(C)OP(=O)(OC(C)C)C(O)c1ccccc1F (stereo not given)
  TbREL1 inh: 4.2
38) CN1CCC(C)(O)C2CCCCC21 (stereo not given)
  TbREL1 inh: 2.9
39) COC(=O)C1=C(c2ccc(F)cc2OCc2ccccc2)C[C@@H]2CC[C@H]1N2C(=O)NC1CCN(Cc2ccccc2)CC1
  TbREL1 inh: -4.0
40) COC(=O)C1=C(c2ccc(OC(F)(F)F)cc2)C[C@@H]2CC[C@H]1N2C(=O)NCCc1ccccc1
  TbREL1 inh: -1.5

41) O=C1NC(=O)C2(Cc3ccccc3N3CCCC32)C(=O)N1 (stereo not given)
  TbREL1 inh: -0.4
42) COc1ccc(OC(=O)N(C)C[C@@H]2OCc3cnnn3CCCC(=O)N([C@H](C)CO)C[C@H]2C)cc1
  TbREL1 inh: -1.3
43) c1ccc(C2CC3CC(c4ccco4)N2O3)cc1 (stereo not given)
  TbREL1 inh: 2.7
44) Cc1cc2c(s1)NC(=O)CN=C2c1cccs1
  TbREL1 inh: 2.0
45) O=C(CCN1C(=O)COc2ccccc21)N1CCC2(CC1)OCCO2
  TbREL1 inh: 0.6
46) C=CCC1(CN2CCCCCC2=O)C(=O)NC(=O)NC1=O
  TbREL1 inh: -0.8
47) N#CC1=C(N)Oc2c(c(=O)oc3ccccc23)C1c1ccc([N+](=O)[O-])o1 (stereo not given)
  TbREL1 inh: 4.5
48) CCOc1ccc([N+](=O)[O-])cc1CNCCc1ccccc1
  TbREL1 inh: 1.9
49) CCCCn1c(O)c(C=NCCN2CCCCC2)c(=O)[nH]c1=O
  TbREL1 inh: -1.4
50) COC(=O)C1=C(c2c(C)noc2C)C[C@@H]2CC[C@H]1N2C(=O)NCc1ccco1
  TbREL1 inh: 3.1

51) O=C1CC(c2cccnc2)=NN1c1ccc(Cl)cc1Cl
  TbREL1 inh: -6.8
52) CCN1CCN(Cc2ccc(OC(F)(F)F)cc2)CC1
  TbREL1 inh: -0.3
53) N=c1c[n+](CC23CC4CC(CC(C4)C2)C3)[n-]o1
  TbREL1 inh: 7.9
54) O=P(NC(c1ccccc1)c1ccccc1)(Oc1ccccc1)Oc1ccccc1
  TbREL1 inh: -0.8
55) CS(=O)(=O)NCc1nnc2n1-c1ccc(Cl)cc1C(c1ccccc1)=NC2
  TbREL1 inh: 5.0
56) COC(=O)C1=C(c2ccc(C(C)=O)cc2)C[C@@H]2CC[C@H]1N2C(=O)NCCO
  TbREL1 inh: 0.1
57) Cc1ccc(-c2nc3ccccc3c(=O)n2-c2cccc(O)c2)cc1
  TbREL1 inh: 1.0
58) COC(=O)C1=C(c2ccc(-c3ccccc3)c(F)c2)C[C@@H]2CC[C@H]1N2C(=O)NCc1cccc2ccccc12
  TbREL1 inh: 0.5
59) COc1ccc(-n2c(O)c(C(C)=NCc3ccc4c(c3)OCO4)c(=O)[nH]c2=O)cc1
  TbREL1 inh: 2.5
60) Fc1cccc(C2NCCc3[nH]cnc32)c1 (stereo not given)
  TbREL1 inh: 2.9

61) CCCCC12CNCC(C)(CNC1)C2=O
  TbREL1 inh: 1.4
62) N#CC1=C(N)Oc2c(c(=O)oc3ccccc23)C1c1ccccc1OC(=O)c1cccs1 (stereo not given)
  TbREL1 inh: -0.3
63) Cc1nc2ccccc2c(=O)n1-c1ccncc1
  TbREL1 inh: 2.2
64) COC(=O)C1=C(c2ccccc2)C[C@@H]2CC[C@H]1N2C(=O)NCCNC(C)=O
  TbREL1 inh: -1.3
65) Cc1ccc2c(c1)c(=O)c1c3n2CCN(CC#N)C3CC1 (stereo not given)
  TbREL1 inh: 0.1
66) COC(=O)C1=C(c2cc3ccccc3s2)C[C@@H]2CC[C@H]1N2C(=O)NCc1ccc(C(F)(F)F)cc1
  TbREL1 inh: 5.2
67) CCOC(=O)[C@]12Cc3c(cc(OC)c(OC)c3OC)[C@H]1N(C)C(=O)c1cc(OC)ccc12
  TbREL1 inh: -0.7
68) CCOP(=O)(C#CC(C)(C)C)C(C)(O)c1ccccc1 (stereo not given)
  TbREL1 inh: 0.4
69) COC(=O)C1=C(c2ccccc2OCc2ccccc2)C[C@@H]2CC[C@H]1N2C(=O)NCc1ccc(Cl)cc1
  TbREL1 inh: 0.7
70) O=c1[nH]c2ccccc2n1C1CCN(C(CCc2ccccc2)c2nnnn2C2CCCCC2)CC1 (stereo not given)
  TbREL1 inh: -0.7

71) COC(=O)C1=C(c2ccc(S(C)(=O)=O)cc2)C[C@@H]2CC[C@H]1N2C(=O)NCc1cccc2ccccc12
  TbREL1 inh: -1.4
72) Fc1ccc(N2Cc3ccccc3-n3nncc3C2)cc1
  TbREL1 inh: -1.1
73) CCC(=O)OC1(Cc2ccc(CC)cc2)CC(C)N(C)CC1C (stereo not given)
  TbREL1 inh: 2.0
74) O=C1C2CCCN2C(c2cccc(Cl)c2)N1c1ccccn1 (stereo not given)
  TbREL1 inh: -1.1
75) O=C1NC(=S)N(c2ccc(Cl)cc2)C(=O)/C1=C/N1CCN(C(=O)c2ccco2)CC1
  TbREL1 inh: 4.9
76) CCn1c(O)c(/C=N/NC(=O)c2ccccc2)c(=O)n(CC)c1=S
  TbREL1 inh: -3.0
77) CCC(=NCc1cc(OC)cc(OC)c1)c1c(O)[nH]c(=O)[nH]c1=O
  TbREL1 inh: 0.3
78) Cc1nc2ccccc2c(=O)n1-c1ccc(Br)cn1
  TbREL1 inh: 0.8
79) COc1ccc(-c2nc(CSCC(=O)N3CCC4(CC3)OCCO4)c(C)o2)cc1OC
  TbREL1 inh: -0.8
80) CCc1c(C)nc(N)nc1N1N=C1SCC#N
  TbREL1 inh: -0.5

Not all compounds are listed; the hit share may differ from the screen's.
